# Screens deposited in PubChem by several laboratories.
# zfTRPN1 agonist: zebrafish TRPN1 (NompC) channel agonism | HEK293 zebrafish TRPN1-YFP, Fluo-8 calcium fluorescence; 100% = response to 87 µM carbachol | activation, % at 3 µM | hit rate 0.18% among 220,000;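 active = activation above its plate's cutoff, the mean activation of test wells on that plate plus 3 SD, cut at about 19% in these data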;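 also: 0% = DMSO alone and 100% = 87 µM carbachol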
#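 Material – zebrafish TRPN1-YFP in HEK293 cells · Doses – 3 µM single point · Schedule – dye 1 h 37 °C plus 30 min RT · Signal – Fluo-8 calcium fluorescence, excitation 470-495 nm, emission 515-575 nm · Read-out – % activation versus carbachol response · Control set – carbachol high, DMSO low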
# CHOP inh: blocks CHOP induction under ER stress; CHO-K1 CHOP-promoter luciferase, tunicamycin-induced, 15-18 h; inhibition, % at 10 µM; hit rate 3.8% among 220,000;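 active = compounds that reduced the stress-induced luciferase reporter signal by more than about 70% of percent inhibition, limit read from the data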;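 also: 0% = tunicamycin plus vehicle and 100% = wells without tunicamycin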
# PPC-1+TRAIL kill: PPC-1 cancer cell killing with TRAIL present; PPC-1 cells + TRAIL, ATPLite viability luminescence; AID 1443; cell killing (% activity), % at 4 µM; hit rate 0.41% among 220,000;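 active = cell killing above 50% in the first pass at 4 µM, then a duplicate retest at 5 µM averaging 50% or more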;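 also: plate controls were cells with TRAIL plus DMSO for no effect and medium-only wells lacking cells for full effect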
# EP2 antag: inhibitors of human EP2 prostaglandin E2 receptor; P43116; C6 glioma cells expressing human EP2, cAMP TR-FRET; cells stimulated with saturating PGE2; inhibition, % at 25 µM; hit rate 0.52% among 260,000; AID 1422;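 active = percent inhibition above 40 after rounding to a whole number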;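 also: rat C6 glioma host cells with rolipram phosphodiesterase inhibitor present; the protocol text gives 20 µM as final concentration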
# Target sequence (P43116 whole entry, looked up): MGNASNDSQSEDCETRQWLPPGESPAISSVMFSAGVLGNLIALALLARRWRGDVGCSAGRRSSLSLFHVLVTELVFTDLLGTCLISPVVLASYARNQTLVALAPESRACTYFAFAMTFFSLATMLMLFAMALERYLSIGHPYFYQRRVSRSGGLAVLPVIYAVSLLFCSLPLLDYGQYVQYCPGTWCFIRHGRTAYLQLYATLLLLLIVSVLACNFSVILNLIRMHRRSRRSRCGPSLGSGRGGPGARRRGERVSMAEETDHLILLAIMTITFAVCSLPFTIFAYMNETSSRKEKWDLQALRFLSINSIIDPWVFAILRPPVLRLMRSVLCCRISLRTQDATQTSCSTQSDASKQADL
# EP2 mod: modulators of human EP2 prostaglandin E2 receptor | AID 940 | P43116 | induction, % at 25 µM | EP2-expressing cells, cAMP HTRF FRET, PGE2 co-stimulation | hit rate 0.83% among 260,000;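 active = compounds whose cAMP rise, as percent of the full-agonist control response, exceeds 60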;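 also: rat C6 glioma line stably carrying human EP2 under a CMV promoter; the protocol text gives 20 µM as final concentration; 100% = response of wells given 1 µM PGE2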
# 14-3-3 Bad PPI: disrupts binding of bovine 14-3-3 zeta to phospho-Bad peptide; inhibition, % at 21.7 µM; TR-FRET 14-3-3zeta/Dy647-pBad peptide displacement, 1 h; hit rate 0.71% among 220,000; AID 781;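 active = inhibition above about 70%, limit read from the data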;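 also: 0% = full 14-3-3 plus peptide FRET controls and 100% = background without 14-3-3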
# TRPML3 agonist: agonists of human TRPML3 channel; Q8TDD5; HEK293 TRPML3-YFP, Fluo-8 calcium fluorescence; 100% = the carbachol control signal; activation, % at 3 µM; hit rate 0.29% among 220,000;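 active = activation above its plate's cutoff, the mean activation of the plate's test wells plus 3 SD, cut at about 12% in these data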;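 also: 0% = DMSO only wells and 100% = carbachol wells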
# Target sequence (Q8TDD5 whole entry, looked up): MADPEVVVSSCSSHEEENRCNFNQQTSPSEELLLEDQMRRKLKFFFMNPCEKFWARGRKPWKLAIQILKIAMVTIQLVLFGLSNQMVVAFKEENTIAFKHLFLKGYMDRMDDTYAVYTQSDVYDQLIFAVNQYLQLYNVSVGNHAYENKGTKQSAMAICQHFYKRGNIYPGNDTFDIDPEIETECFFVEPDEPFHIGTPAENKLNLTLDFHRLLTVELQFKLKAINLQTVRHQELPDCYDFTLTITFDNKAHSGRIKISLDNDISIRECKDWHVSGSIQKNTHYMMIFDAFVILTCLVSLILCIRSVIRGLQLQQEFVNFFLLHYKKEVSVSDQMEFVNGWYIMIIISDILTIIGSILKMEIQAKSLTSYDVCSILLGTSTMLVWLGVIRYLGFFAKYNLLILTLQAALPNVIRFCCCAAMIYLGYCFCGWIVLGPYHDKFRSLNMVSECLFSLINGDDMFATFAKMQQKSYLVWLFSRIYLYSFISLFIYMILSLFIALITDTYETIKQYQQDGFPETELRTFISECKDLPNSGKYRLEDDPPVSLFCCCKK
#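 Material: TRPML3-YFP stable HEK293 cells | Dosing: One concentration, 3 µM nominal, 0.3% DMSO | Timing: 125 s total fluorescence read per well | Technique: Fluo-8 calcium dye fluorescence, ex 470-495, em 515-575 nm | Measure: Percent activation from peak-to-basal fluorescence ratio, scaled between DMSO and carbachol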
# NPY-Y1 PAM-ag: human NPY-Y1 potentiation or agonism, primary screen | hit rate 0.37% among 220,000 | activation, % at 3.6 µM | AID 1304 | NPY-Y1 expressing cells, potentiator/agonist activation | P25929; in the data active = activation above about 33%, passing the limit was not always enough;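 also: cells stimulated with NPY at EC10 then isoproterenol at EC100; 0% = low agonist plus stimulus and 100% = saturating agonist plus stimulus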
# NPY Y1 blocker: NPY-Y1 (human) receptor antagonism; inhibition, % at 3.6 µM; P25929; AID 1040; HEK293-CNG Y1 cells, membrane potential fluorescence; NPY at EC95, then isoproterenol; hit rate 1% among 200,000;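 active = inhibition above the campaign mean inhibition of all tested compounds plus 3 SD, cut at about 20% in these data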;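 also: 0% = DMSO wells given NPY plus isoproterenol and 100% = isoproterenol alone without NPY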
#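 Material: HEK293 cells co-expressing NPY Y1 receptor and cyclic-nucleotide gated channel. Timing: compound incubation 1 h at room temperature, readout 45 min post-stimulation. Signal: fluorescence, membrane potential probe.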
# The depositor's hits bear a star; x = not tested or not shown; & = joins results of further samples; [ ] = dose if it differs, or a comment. A portion of the library; rates above refer to the full screens.
SMILES,zfTRPN1 agonist,CHOP inh,PPC-1+TRAIL kill,EP2 antag,EP2 mod,14-3-3 Bad PPI,TRPML3 agonist,NPY-Y1 PAM-ag,NPY Y1 blocker
CC(C)OCCCNC(=O)c1sc(=S)n(C)c1N,2.0,-5,7,6,-11,0,-0.6,1,2
COc1ccc(S(C)(=O)=O)cc1S(C)(=O)=O,0.5,-15,10,8,15,2[fluorescence artefact?],0.5,-15,0
CC1(C)CC2(CC(c3ccc(F)cc3)c3ccc(O)cc3O2)NC(=S)N1 (configuration not stated),1.0,14,21,9,-7,-9,0.6,-2,x
O=C(Nc1cnc2ccccc2c1)c1ccco1,1.4,15,0,2,5,8,0.2,-2,-8
COc1ccccc1N=C1SCC(=O)N1Cc1ccco1,-1.2,24,11,9,29,-1,-1.8,22,x
OC(CN1CCN(c2ccccc2)CC1)c1ccc2c(c1)CCN2 (configuration not stated),0.9,12,10,9,-5,-17,0.9,-3,4
CC(C)(C)Nc1nc(Cl)nc(NC(C)(C)C)n1,-0.7,-5,11,9,10,-22,0.0,-6,4
CC(OC(=O)c1ccc2c(c1)C(=O)N(Cc1ccncc1)C2=O)C(=O)Nc1cccc(Cl)c1Cl (configuration not stated),1.2,11,7,7,1,39,0.6,114*,-11
C=CCc1cc(C)ccc1OCCn1ccnc1,0.0,7,-25,18,-4,72*,0.5,-2,-1
O=C(/C=C/c1ccccc1)Oc1ccccc1C(=S)N1CCOCC1,1.6,8,23,12,22,-11,0.2,9,4
O=C(Nc1nccs1)C1CC(=O)N(c2ccc(Cl)cc2)C1 (configuration not stated),1.9,13,15,4,5,-4,1.7,11,-2
COc1ccc(CN(CC2CCC(C(=O)O)CC2)C(=S)Nc2cc(Cl)ccc2OC)cc1 (configuration not stated),1.0,4,6,7,21,-3,0.8,-13,-3
O=C(CCN1C(=O)C2C3C=CC(C3)C2C1=O)NCc1cccnc1 (configuration not stated),1.6,45,16,16,15,0,0.5,20,6
COc1cccc(CNC(=O)CSc2ccc(-c3ccncc3)nn2)c1,0.9,-1,7,4,-20,4,0.4,-8,6
Cc1cc(C)nc(N2CCCC(C(=O)Nc3nnc(C(C)C)s3)C2)n1 (configuration not stated),-2.0,22,22,10&17,5&30,-1,-0.5,-9,-1
Cn1ncc(Cl)c1C(=O)NC(=S)Nc1sc2c(c1C#N)CCCCC2,0.8,65,13,24,-4,-2,1.1,-4,2
O=C(O)c1ccccc1C(=O)N1CCN(C(=O)c2ccccc2Cl)CC1,0.6,7,8,7,23,-14,0.6,0,3
OC(CNCCc1ccccc1)COc1ccc(OCC(O)CNCCc2ccccc2)cc1 (configuration not stated),1.3,-21,36,14,-52,-2,1.4,-6,x
CC1CCc2nc3ccc(S(=O)(=O)N4CCC(C(=O)NC5CCCC5)CC4)cc3c(C(=O)O)c2C1 (configuration not stated),-0.2,-7,35,8,-1,-2,0.8,-33,5
Cc1ccc2cc(CN(CC3CCCO3)C(=O)Nc3ccccc3F)c3nnnn3c2c1 (configuration not stated),0.7,2,8,5,-17,-4,0.8,18,0

# A draw from above in order of count of non-hydrogen atoms, falling:
SMILES,zfTRPN1 agonist,CHOP inh,PPC-1+TRAIL kill,EP2 antag,EP2 mod,14-3-3 Bad PPI,TRPML3 agonist,NPY-Y1 PAM-ag,NPY Y1 blocker
OC(CNCCc1ccccc1)COc1ccc(OCC(O)CNCCc2ccccc2)cc1 (configuration not stated),1.3,-21,36,14,-52,-2,1.4,-6,x
O=C(O)c1ccccc1C(=O)N1CCN(C(=O)c2ccccc2Cl)CC1,0.6,7,8,7,23,-14,0.6,0,3
COc1ccccc1N=C1SCC(=O)N1Cc1ccco1,-1.2,24,11,9,29,-1,-1.8,22,x

# More entries
SMILES,zfTRPN1 agonist,CHOP inh,PPC-1+TRAIL kill,EP2 antag,EP2 mod,14-3-3 Bad PPI,TRPML3 agonist,NPY-Y1 PAM-ag,NPY Y1 blocker
COc1cccc(NC(=O)C(Sc2nnnn2C)c2ccccc2)c1 (configuration not stated),-0.6,3,16,13,6,-6,0.6,-16,7
CCCCOC(=O)n1c(SCC(=O)N(C)C)nc2ccccc21,-0.9,26,-13,9,13,-4,-0.5,22,-2
CSc1sc(C(=O)NCC2CC2)c2c1S(=O)(=O)N(C)c1ccccc1-2,1.1,7,15,18,-2,-7,0.4,-23,x
Cc1cccc2sc(N(CCCN(C)C)C(=O)c3nc4ccccc4s3)nc12,0.4,75*,7,6,-3,21,0.6,-9,6
COc1ccccc1C1=NOC(Cn2c(NCC3CCCO3)nc3c2c(=O)n(C)c(=O)n3C)C1 (configuration not stated),2.3,-4,12,6,0,-10,1.0,-19,x
Cc1cccc(C(=O)OCC(=O)NC(C)CCc2ccccc2)c1 (configuration not stated),-3.4,28,-3,6,-7,-1,-0.7,-19,4
COc1cc(C2(O)CCCCC2C)cc(OC)c1OC (configuration not stated),-0.1,-24,0,12,19,6,0.3,-28,-2
COCCn1c(SCC(=O)Nc2ccc3c(c2)CCC3)nc2ccccc2c1=O,0.3,55,-12,10,-35,-9,0.2,-9,2
O=c1c2ccccc2nc(SCc2ccc(F)cc2Cl)n1CCCN1CCOCC1,-0.1,57,22,6,42,0,-0.5,-25,x
CSc1ccccc1OC1CCN(Cc2ccccc2)CC1,-1.6,23,32,5,-34,0,0.6,-28,11
O=c1c2ccc([N+](=O)[O-])cc2ncn1CCOc1cccc(Br)c1,0.7,25,11,6,-12,-7,0.1,-14,8
CC(C)(C)c1cc(C(=O)NNC(=O)Nc2cccc(Cl)c2)n(Cc2ccccc2)n1,-2.5,11,-12,15,-32,-5,-1.0,21,x
CN(C)c1nc(-c2ccccn2)nnc1-c1ccccc1,0.2,50,-23,11,6,11,1.2,-3,-4
COC(=O)CSc1cc([N+](=O)[O-])ccc1NC(=O)OC,-0.1,2,22,7,38,-5,0.2,5,-3
N=c1sccn1CC(=O)Nc1ccc(S(N)(=O)=O)cc1,4.3,1,24,8,8,-8,1.2,5,x
O=C1COc2ccc(C(=O)NCc3ccco3)cc2N1,0.2,28,20,6,-6,-3[fluorescence artefact?],1.3,17,1
Cc1c(Cl)sn(-c2ccc(Cl)cc2)c1=O,-0.5,95*,43,117*,-59,-35,4.1,-13,13
O=c1[nH]c2ccc(NS(=O)(=O)c3ccc4ccccc4c3)cc2[nH]1,-0.3,-5,-8,4,-62,-3,-0.3,0,-7
COC(=O)[C@H](Cc1ccccc1)NC(=O)N1CCC(C)CC1,-1.0,-13,18,6,21,-4[fluorescence artefact?],0.9,11,-2
COCC(=O)NC1CC2CCC(C1)N2C(=S)Nc1ccccc1C(=O)OC (configuration not stated),-0.1,25,7,3,19,-17,0.6,5,-6
C=CCn1c(COc2ccc(F)cc2)nnc1SCC(=O)N1CC(=O)Nc2ccccc21,1.0,7,9,0,-2,4,-0.3,-9,1
CCC(O)C1CCN(C(=O)c2cc(COc3ccc4ncccc4c3)on2)CC1 (configuration not stated),9.5,66,x,23,-73,-4,4.4,-27,5
CCNC(=O)CSc1ncnc2sccc12,0.2,-26,-2,13,-9,-6,0.5,-8,4
COC(=O)c1c(C)oc2ccc(N(C(=O)c3ccncc3)S(=O)(=O)c3ccc(C)cc3C)cc12,0.7,69,-5,14,-23,0,0.7,0,1
C=CCc1cc(C)ccc1OCCOCCC(C(=O)OCC)C(=O)OCC,-1.3,36,17,13,62*,6,-1.2,-37,2
CCOC(=O)/C(C#N)=C/Nc1cc(C(C)(C)C)sc1C(C)=O,-0.4,-24,-3,11,-7,-12,-0.1,-15,x
CCCCCCC1NC(C(=O)O)CS1 (configuration not stated),-0.8,34,28,6,17,x,1.6,4,1
Cc1ccc(-c2nnc(N3CCOCC3)c3ccccc23)cc1S(=O)(=O)NCc1cccnc1,1.9,11,6,10,-10,-2,0.3,-14,8
O=C(CCc1nc(-c2ccc(Cl)cc2)no1)NCC1CCCO1 (configuration not stated),2.1,27,-7,12,-31,-7,1.5,-13,4
CC(C)(C)C(=O)COC(=O)c1c2c(nc3ccccc13)CCC2,-2.8,5,6,8,-58,17,-0.3,-3,4
CCC(C)(C)NC(=O)CCn1c(-c2ccccc2)cc(C(C)=O)c1C,-1.1,-12,12,7,-12,-13,-0.1,6,2
CCOC(=O)c1[nH]c2c(c1-c1ccccc1)C(=O)CC(c1ccccc1)C2 (configuration not stated),-1.1,35,4,8,15,-1,0.8,-1,4
CCN(CC)S(=O)(=O)c1ccc2[nH]cc(C(=O)NCCCN3CCCCC3)c(=O)c2c1,0.4,0,14,7,16,7[fluorescence artefact?],-0.1,-7,-4
Cc1cc(SCC(=O)Nc2cccc(S(=O)(=O)NC3=NCCCCC3)c2)c(C)cc1Br,0.3,35,11,10,9,8,-0.5,2,1
COc1cccc(C(=O)N(c2ccccc2)C2C=CS(=O)(=O)C2)c1 (configuration not stated),0.3,21,10,3,11,-4,1.1,10,-2
COC(=O)c1ccc2c(c1)C(=O)/C(=C/c1ccc(O)cc1)O2,2.9,57,-1,10,-46,60,0.9,-11,0
O=C1O/C(=C/c2ccccc2)c2ccccc21,0.8,3,7,1,-43,1,0.5,-9,-5
CCOc1ccc2nc(NCCNC(=O)Nc3cccc(C)c3)c(C#N)cc2c1,1.9,103*,6,5&10,-29&-95,6[fluorescence artefact?],-0.3,-12,-8
Nc1nnc(CCS(=O)(=O)c2cc(Cl)ccc2Cl)s1,1.1,1,15,15,-17,17,1.7,0,0
CCCCOc1cccc(OCCCC)c1C(=O)Nc1cc(C)on1,-3.5,55,15,7,52,-1,0.0,-55,51*
CC1(C)CC(NC(=O)CCC2CCCC2)CC(C)(C)N1,-0.2,38,-3,10,-11,-1[fluorescence artefact?],0.1,-21,3
CC1=C(C(=O)N2CCCCCC2)C2(CCC(C)CC2)OC1=O (configuration not stated),1.3,30,-10,3,0,2,0.6,-12,2
COc1cc2c(cc1OC)C(C)N(C(=O)c1cc3n(n1)C(C(F)(F)F)CC(c1ccco1)N3)CC2 (configuration not stated),1.3,21,2,17,-13,-2[fluorescence artefact?],0.1,-5,-1
COc1ccccc1N(CC(=O)NCc1ccco1)S(C)(=O)=O,-0.5,0,-14,5,20,-6,0.1,5,4
Cc1ccccc1N1C(=O)C2ON(c3ccccc3)C(c3ccncc3)C2C1=O (configuration not stated),0.3,13,16,6,12,-9[fluorescence artefact?],0.3,5,-4
Cc1ccccc1NC(=O)C1CCN(c2cc(-c3ccccc3)nc3ncnn23)CC1,2.5,22,21,12,-43,-8,0.1,-21,-2
CCOC(=O)c1sc2c(c1C)c(=O)c(C(=O)OCC)cn2CC,0.4,-11,11,3,18,-3,0.7,-17,4
